Source: PubChem BioAssay
MC4R antag cAMP: blocks human MC4R cAMP signaling; P32245; MC4R-expressing cells, MTII-stimulated cAMP, LANCE TR-FRET; inhibition, % at 6.5 µM; hit rate 0.48% among 360,000;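 active = inhibition above its plate's cutoff, the mean of tested wells on that plate plus 3 SD, cut at about 29% in these data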;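 note: 0% = Melanotan II alone and 100% = Melanotan II plus saturating MCL0020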
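Material: human MC4R-expressing U2OS cells. Probe or stimulus: Melanotan II challenge. Dosing: 6.5 µM single dose. Times: 30-min compound, 1-h challenge, 1-h detection, room temperature. Technique: TR-FRET with Eu-cAMP and labeled anti-cAMP, 671 nm. Replication: singlicate.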
H9c2 protect: protects H9c2 cardiomyocytes from peroxide injury; protection from H2O2 cell death, % at 20 µM; hit rate 0.63% among 360,000; H2O2 injury protection, ATPLite, 2 h;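 active = compounds giving at least 50% protection of heart cells from peroxide-induced death in the single-dose screen, raw or plate-pattern-corrected value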;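 note: 0% = DMSO wells with peroxide and 100% = DMSO wells without peroxide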
Vif inh: blocks HIV Vif function; HEK293T cells, Vif self-association by quenched fluorescence, imaging, 24 h; inhibition, % at 7.49 µM; hit rate 0.35% among 340,000; AID 602346; in the data active = inhibition above about 50%, passing the limit was not always enough; note: some results filed as inactive read as strong as hits
N-glyco inh: blocks N-linked glycosylation in D54 reporter cells. hit rate 0.23% among 360,000. AID 588692. D54 ERlucT glycosylation luciferase reporter, 24 h; percent of 100 nM tunicamycin response. reporter increase, % at 12.5 µM;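 active = mean luciferase reporter signal, scaled so untreated is 0 and the glycosylation-blocking control 100, at or above a set limit in every replicate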;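 note: luciferase carries N-glycosylation sites so blocking glycosylation raises the light; 0% = median of neutral control wells and 100% = median of 100 nM tunicamycin wells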
ABCB6 inh 2: blocks the human ABCB6 transporter. K562-ABCB6 porphyrin accumulation, flow cytometry, 1 h; active compounds read low. fluorescence ratio to DMSO, % at 10 µM. hit rate 0.19% among 360,000. AID 602162;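 active = fluorescence ratio to DMSO below 75%, the collection mean minus 3 SD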;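 note: signal is porphyrin accumulated inside mitochondria; 100% equals median channel fluorescence of DMSO control wells; lower ratio means ABCB6 inhibition with less porphyrin fluorescence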
Target sequence (Q9NP58 whole entry, looked up): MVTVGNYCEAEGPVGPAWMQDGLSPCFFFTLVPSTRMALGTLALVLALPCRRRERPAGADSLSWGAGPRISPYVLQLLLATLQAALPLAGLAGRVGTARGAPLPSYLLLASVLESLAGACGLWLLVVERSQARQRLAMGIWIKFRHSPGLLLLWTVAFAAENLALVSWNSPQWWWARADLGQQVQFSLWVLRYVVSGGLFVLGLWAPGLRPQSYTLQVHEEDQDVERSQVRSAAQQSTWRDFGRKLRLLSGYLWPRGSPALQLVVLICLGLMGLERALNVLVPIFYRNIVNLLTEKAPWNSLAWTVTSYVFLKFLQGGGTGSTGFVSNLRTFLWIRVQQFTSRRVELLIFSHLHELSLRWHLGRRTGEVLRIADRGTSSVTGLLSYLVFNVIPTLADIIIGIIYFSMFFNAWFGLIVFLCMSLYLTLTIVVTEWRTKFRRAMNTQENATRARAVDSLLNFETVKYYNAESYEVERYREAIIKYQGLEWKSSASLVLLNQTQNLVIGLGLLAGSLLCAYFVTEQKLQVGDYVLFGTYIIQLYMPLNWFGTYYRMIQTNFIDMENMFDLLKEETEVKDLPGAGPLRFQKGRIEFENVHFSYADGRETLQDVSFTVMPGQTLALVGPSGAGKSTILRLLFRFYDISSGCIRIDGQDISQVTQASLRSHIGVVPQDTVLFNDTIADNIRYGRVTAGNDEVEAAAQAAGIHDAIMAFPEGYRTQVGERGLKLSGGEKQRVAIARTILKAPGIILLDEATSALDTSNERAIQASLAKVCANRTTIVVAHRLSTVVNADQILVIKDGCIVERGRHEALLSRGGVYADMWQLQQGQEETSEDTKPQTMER
aDG glyco up: alpha-DG glycosylation activation; AID 624168; activation, % at 10 µM; hit rate 0.22% among 360,000; Pro5-aDG cells, alpha-DG glycosylation AlphaScreen (IIH6); 0% Pro5, 100% B10-LARGE cell signal;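 active = activation of at least 8% versus controls, or a plate z-score of at least 8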;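 note: Pro5 are CHO cells carrying HIG-tagged alpha-DG that lacks glycosylation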
PDI turbidity: PDI (human) enzyme inhibition; P07237; PDI insulin aggregation turbidity, A650, 90 min; inhibition, % at 10 µM; hit rate 0.052% among 350,000; AID 588391;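 active = mean inhibition across replicates of 30% or more, whatever share of single replicates reach that level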;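 note: absorbance from insulin aggregation driven by PDI reduction with DTT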
m5-HT2A agonist: mouse HTR2A agonism via beta-arrestin recruitment. P35363. CHO-K1 mHTR2A beta-arrestin complementation, luminescence; percent of 30 µM serotonin response. activation, % at 7.6 µM. hit rate 0.66% among 360,000;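 active = activation above a run cutoff, the mean activation of all tested compounds plus 3 SD, cut at about 14% in these data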;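 note: 0% = plate median of compound wells and 100% = 30 µM serotonin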
MC4R barr agon: agonists of human melanocortin 4 receptor (MC4R) beta-arrestin; P32245; U2OS MC4R beta-arrestin complementation, luminescence; percent of melanotan II response, DMSO zero; activation, % at 8.9 µM; hit rate 0.98% among 360,000; AID 540308;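 active = activation above a per-plate cutoff, the mean activation of sample wells on that plate plus 3 SD, cut at about 8% in these data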
CaV13 FRET inh: Disruptors of the CACNA1D IQ motif to Ca2+-dependent inactivation inhibitor domain association, primary screening, Förster resonance energy transfer in intact living …; HEK cells, CFP/YFP FRET ICDI-IQ, plate reader, 10 min; percent FRET-ratio fall versus neutral wells; inhibition, % at 12.3 µM; hit rate 0.098% among 340,000; AID 743397;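 active = mean replicate inhibition of at least 30% and at least 1% of replicates passing that level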;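 note: 0% = median of the neutral control wells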
* = called active by the depositor; x = not tested or not shown.

molecule | MC4R antag cAMP | H9c2 protect | Vif inh | N-glyco inh | ABCB6 inh 2 | aDG glyco up | PDI turbidity | m5-HT2A agonist | MC4R barr agon | CaV13 FRET inh
CCOC(=O)N1CCN(C(=O)CSC2=NS(=O)(=O)c3cc(Cl)ccc3N2)CC1 | 1.5 | -0.6 | -4.4 | 0.9 | 92.0 | -0.2 | -0.1 | -0.5 | -1.2 | -6.4
CCNC(=O)c1ccccc1-c1nc(-c2ccccc2Cl)no1 | -0.5 | 5.1 | -4.4 | -0.4 | 89.0 | 0.0 | -3.2 | 2.1 | -2.0 | -1.9
CC1(NC(=O)c2ccccc2)CCN(CCCc2ccccc2)C1=O (stereo not drawn) | -1.8 | -2.8 | 1.1 | -1.5 | 104.0 | 0.1 | -1.8 | 0.3 | 0.2 | -3.4
Clc1ccc(-c2cn3c(n2)-c2ccccc2C3)cc1Cl | 10.1 | -7.4 | -9.7 | -7.1 | 94.0 | 0.6 | -1.8 | 0.6 | 1.8 | -8.4
CC(=O)Nc1ccc2c(c1)C(=Nc1ccc(C)cc1)c1ccccc1-2 | -15.6 | 0.7 | -3.0 | 2.6 | 99.0 | 0.0 | -11.4 | 1.4 | -0.5 | -5.5
COc1ccc(CSCC(=O)N/N=C/c2ccccc2OCc2ccccc2)cc1 | 12.8 | 1.4 | -0.9 | -0.8 | 100.0 | -0.1 | 1.9 | -0.6 | 4.8 | -5.9
O=C(c1ccc(OC2CCN(CCCc3ccccc3)CC2)cc1)N1CCCC1 | 1.9 | -0.9 | 4.9 | -0.5 | 95.0 | 0.1 | 19.6 | -5.3 | 0.2 | x
CSC1SCC2C(=O)N(C)C(C(C)C)C(=O)OCC(NC(=O)c3cnc4ccccc4n3)C(=O)NC(C)C(=O)N(C)C1C(=O)N(C)C(C(C)C)C(=O)OCC(NC(=O)c1cnc3ccccc3n1)C(=O)NC(C)C(=O)N2C (stereo not drawn) | -4.8 | -4.1 | 6.9 | -8.9 | 94.0 | 0.3 | 0.8 | -3.4 | -0.3 | -6.4
Cc1ccccc1-c1cnc(C(O)c2ccc(F)cc2C)[nH]1 (stereo not drawn) | 7.3 | 11.8 | -3.5 | 4.5 | 98.0 | -0.2 | -1.7 | 1.0 | -1.9 | -8.7
O=C(c1cc(C2CC2)nn1-c1ccccc1)N1CCN(c2ccccc2O)CC1 | 3.0 | 3.8 | -3.9 | -1.6 | 99.0 | 0.2 | 1.5 | -9.0 | 1.1 | -6.7
Cc1cccc(NC(=O)c2cc(S(=O)(=O)N3CCc4ccccc43)cn2C)c1C | 4.9 | -8.1 | -15.9 | -1.1 | 98.0 | 0.1 | x | -8.4 | 10.9* | -9.4
Cc1ccnc(SCC(=O)Nc2oc(-c3ccccc3)c(-c3ccccc3)c2C#N)n1 | 1.2 | -9.9 | -6.5 | 0.3 | 92.0 | 0.4 | 3.8 | -2.3 | 16.7* | -2.5
COc1cccc(-c2cc(C(=O)N3CCc4ccccc4C3)no2)c1 | 0.4 | -0.3 | 2.3 | 2.2 | 93.0 | -0.1 | 2.0 | -2.8 | -1.1 | -3.0
Cc1ccccc1NC(=O)CSc1nnc(NC(=O)C2CC2)s1 | 4.5 | 8.6 | -5.4 | 0.4 | 94.0 | 0.0 | -11.3 | 10.7 | -0.2 | -3.1
CCN(CC(=O)Nc1c(F)cccc1F)C(=O)c1cc(S(=O)(=O)N2CCOCC2)ccc1N1CCCC1 | 12.2 | 3.4 | -11.5 | -1.9 | 101.0 | -0.2 | 10.3 | 0.1 | 1.3 | -4.2
COc1ccc2c(C(F)(F)F)cc(=O)oc2c1C | 9.4 | 7.7 | 8.1 | -0.7 | 81.0 | -0.2 | 5.2 | 3.2 | -1.7 | -2.5
O=C(CCCOc1cccc(Br)c1)NCCOc1ccccc1 | 9.3 | -2.6 | 4.6 | 1.4 | 106.0 | 0.0 | 5.4 | -3.2 | 2.4 | -1.8
O=C(NNC(=O)c1cccs1)c1ccc(Br)o1 | 9.4 | 1.6 | -9.2 | 0.9 | 107.0 | -0.1 | 4.7 | 0.7 | -0.5 | -2.9
C=CCN(CC=C)C(=S)NC(=O)c1ccc(-c2ccccc2)cc1 | 5.8 | -10.2 | x | 15.4 | 96.0 | 1.2 | 2.9 | -3.7 | -3.9 | x
COc1cc(C2C(C(C)=O)=C(O)C(=O)N2c2ccc(C)cc2)ccc1O (stereo not drawn) | 8.8 | 5.5 | -11.8 | 1.0 | 107.0 | -0.1 | -3.8 | 1.0 | 0.5 | -5.2
CCOC(=O)c1cccc(NC(=O)c2cc(C)nn2-c2ccccc2)c1 | 20.3 | -2.5 | -3.6 | 0.0 | 95.0 | 0.1 | 2.2 | 0.7 | 1.2 | -4.4
Cc1cc(Cl)ccc1OCC(=O)OC(C)C(=O)N(C)C (stereo not drawn) | 2.5 | 3.8 | 12.3 | -0.3 | 97.0 | 0.0 | 2.1 | 1.9 | -0.9 | 0.5
Cc1cc(Cl)c2oc(C(=O)N3CCCCC3CCN3CCCC3=O)c(C)c2c1 (stereo not drawn) | -1.4 | -2.3 | -6.6 | -0.7 | 101.0 | 2.0 | 0.7 | 1.6 | -0.8 | -5.6
C/C=C\C(=O)Nc1cccc(C2=NOC3(C2)C[C@@H](C(N)=O)N(C(=O)CCCCC)C3)c1 (stereo partly drawn) | 11.3 | -1.8 | x | 2.0 | 100.0 | 0.0 | -0.2 | -0.2 | 0.4 | -11.5
O=C(COC(=O)c1ccccc1NCCO)Nc1cccc(S(=O)(=O)NC2=NCCCCC2)c1 | 1.4 | -1.2 | -3.2 | 0.7 | 91.0 | 0.1 | 8.8 | -2.4 | -4.2 | -2.7
CCOC(=O)c1sc2nc(C)nc(NC3CCC(O)CC3)c2c1C (stereo not drawn) | 3.1 | 1.3 | -10.4 | 3.5 | 100.0 | 0.1 | 19.5 | -8.1 | -0.9 | -1.8
CC(C)C[C@@H]1CN(CCCC[C@H]2CNC(=O)C(=O)N2CCC2CCCCC2)C(=O)C(=O)N1CCC1CCCCC1 | x | x | x | x | 102.0 | 0.2 | x | 0.3 | x | -8.8
O=c1[nH]c2ccccc2nc1-c1c[nH]c2ccccc12 | 8.2 | -1.4 | -7.7 | 0.4 | 92.0 | 0.6 | -4.8 | -5.2 | 0.0 | -8.8
O=C(/C=C/[C@H]1O[C@@H](n2ccc(=O)[nH]c2=O)[C@H](O)[C@@H]1O)NCCN1CCOCC1 | x | -1.7 | 0.1 | 2.2 | 96.0 | 0.0 | x | -2.4 | x | -3.4
Cc1ccc(C(C)C)c(OCCNS(C)(=O)=O)c1 | 2.0 | 13.9 | x | 0.0 | 93.0 | 0.1 | 21.2 | -6.3 | -0.4 | x
CCOc1ccc(CN(C)C(=O)c2cc(S(=O)(=O)N3CCCC3)ccc2C)cc1 | -3.6 | -10.5 | -3.3 | 2.5 | 94.0 | 0.5 | 4.2 | -2.9 | -2.4 | -5.3
O=C(CN1CCCCC1)Nc1cccc(-n2cnnn2)c1 | 15.5 | 4.9 | 2.5 | 1.6 | 98.0 | 0.0 | -0.7 | 5.1 | 0.4 | -5.7
COc1ccc(C(=O)Nc2ccnn2C2CCN(Cc3ccccn3)CC2)cc1 | 2.4 | -1.4 | -6.6 | 0.1 | 89.0 | 0.0 | -1.1 | 4.3 | -3.0 | -6.4
NC(=O)c1c(NC(=O)c2ccco2)sc2c1CCC2 | 1.5 | -3.1 | x | 1.8 | 88.0 | 0.0 | 17.8 | 2.0 | 3.1 | x
c1ccc(C2=Nn3c(nnc3-c3n[nH]c4c3CCC4)SC2)cc1 | 13.4 | -8.0 | 18.1 | 38.3* | 103.0 | -0.5 | -4.4 | -9.0 | -1.1 | -7.5
Clc1ccccc1-c1nnc(-c2ccccc2Cl)o1 | 2.3 | -11.7 | 0.1 | -4.2 | 97.0 | 0.7 | 0.0 | -0.6 | -0.3 | -5.1
O=C1/C(=C/c2cccs2)CCc2ccccc21 | 0.3 | -25.2 | x | -3.7 | 101.0 | 0.3 | 1.6 | 1.4 | -1.3 | -4.8
COc1ccc(C(=O)Nc2ccccc2-c2nnn(CC(=O)NCc3ccco3)n2)cc1 | 12.2 | -5.7 | 17.6 | -2.3 | 91.0 | 0.0 | 0.4 | -1.5 | 10.8* | -0.6
Cc1cc(NC(=O)CSc2nnnn2-c2ccccc2C)no1 | -1.7 | -2.6 | -2.0 | -0.5 | 99.0 | 0.4 | 0.7 | -3.8 | -3.0 | -5.7
CC(Oc1ccccc1)C(=O)N1CCCc2ccccc21 (stereo not drawn) | 6.6 | 2.3 | 6.7 | -0.4 | 83.0 | -0.2 | 1.3 | 1.2 | -1.8 | -2.3
COc1cccc(/C=N/n2cncn2)c1OCC#N | 0.3 | 5.3 | 3.7 | 0.9 | 99.0 | 0.1 | 1.1 | 4.1 | -0.8 | -3.8
O=C1OCCC1Sc1nc2cc(Cl)ccc2s1 (stereo not drawn) | 9.1 | -4.4 | 14.8 | 0.3 | 106.0 | 0.3 | -3.5 | 5.6 | 2.8 | -5.0
COc1ccc(OCC(=O)NNC(=O)c2cccnc2)cc1 | -1.4 | -2.3 | 22.5 | 2.6 | 93.0 | -0.1 | -4.9 | 4.3 | -2.9 | -5.4
O=C(N/N=C/c1cccnc1)c1ccccc1OCc1cccc(Br)c1 | 15.0 | 12.2 | -5.7 | 10.3 | 102.0 | 0.3 | 4.1 | -4.7 | -1.8 | -5.5
O=C1CSC(c2cccnc2)N1Cc1ccc(Cl)cc1Cl (stereo not drawn) | 19.0 | 3.6 | -9.9 | 0.3 | 101.0 | 0.0 | 5.2 | -2.2 | -1.2 | -0.9
COc1ccc(C(=O)NN/C(=N/S(=O)(=O)c2ccc(C)cc2)c2ccccc2)cc1 | -3.4 | -13.6 | -0.1 | -15.5 | 92.0 | 0.1 | -0.3 | -1.5 | -0.4 | -1.9
O=C(CN1C(=O)NC2(CCCCCC2)C1=O)NCc1ccco1 | -1.2 | 0.7 | 18.8 | 0.0 | 104.0 | -0.2 | 3.2 | 2.4 | 0.5 | x
CN1C(=O)C(O)(CC(=O)/C=C/C=C/c2ccccc2)c2ccccc21 (stereo not drawn) | -6.1 | 7.6 | -3.0 | -2.3 | 105.0 | 0.1 | 6.8 | 0.7 | -0.7 | -6.2
O=C(Nc1ccccc1)c1ccc(C(=O)Nc2ccccc2)nc1 | -1.1 | -1.9 | 3.4 | 1.5 | 98.0 | 0.2 | -9.9 | -1.0 | -2.3 | 1.0
CCN(CC)C(=O)c1c(C)nc2ccccn12 | -2.0 | 14.1 | -11.5 | 0.2 | 103.0 | -0.3 | 3.5 | -2.5 | -1.0 | x
